# High-throughput results: PubChem BioAssay, National Center for Advancing Translational Sciences (NCATS)
# FLuc counter: inhibits or activates purified firefly luciferase, miR-21 counter-screen; P08659; purified FLuc, Km substrates, luminescence inhibition; Potency, µM (titrated, usually from 57.5 µM), inactives show at the top dose activity change, negative = inhibition, usual class: inhibitors; 360,000 tested, 6.9% active;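 also: potency is read from the fitted curve at half-maximal effect; plate controls were vehicle for no effect and reference inhibitor for full effect; nearly all actives have a fitted effect of over 55% in size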
# Target sequence (P08659 whole entry, looked up): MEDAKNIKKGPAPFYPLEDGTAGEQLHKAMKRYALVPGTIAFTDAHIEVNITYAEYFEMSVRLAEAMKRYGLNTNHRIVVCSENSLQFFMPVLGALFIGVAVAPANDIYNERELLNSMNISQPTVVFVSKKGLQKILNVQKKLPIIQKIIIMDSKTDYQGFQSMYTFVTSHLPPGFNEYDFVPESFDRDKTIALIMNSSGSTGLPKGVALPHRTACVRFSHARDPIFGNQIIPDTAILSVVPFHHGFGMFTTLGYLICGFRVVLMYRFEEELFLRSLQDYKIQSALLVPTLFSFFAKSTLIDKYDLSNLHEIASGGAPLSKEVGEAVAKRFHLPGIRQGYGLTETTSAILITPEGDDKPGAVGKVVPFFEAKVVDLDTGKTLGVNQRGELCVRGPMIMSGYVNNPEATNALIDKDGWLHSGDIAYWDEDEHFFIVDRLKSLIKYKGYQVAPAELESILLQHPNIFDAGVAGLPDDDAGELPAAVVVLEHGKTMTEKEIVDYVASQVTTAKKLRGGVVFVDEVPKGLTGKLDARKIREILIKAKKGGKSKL
#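 Purified P. pyralis luciferase, 10 nM final, with Km-level 10 uM D-luciferin and 10 uM ATP in 50 mM Tris acetate pH 7.5, 10 mM Mg acetate, 0.01% Tween-20, 0.05% BSA; 6-point qHTS titration about 60 µM downward; luminescence read.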
# Rab9 prom act: activators of Rab9 promoter. Huh7 Rab9 promoter-luciferase reporter, luminescence, 24 h. Potency, µM (doses to about 9.22 µM), inactives show at the top dose activation, negative = inhibition, actives largely listed as activators. 320,000 tested, 2.8% active. AID 485297; also: potency is read from the fitted curve at half-maximal effect; % of control where 0% means no effect; nearly all actives have a fitted effect of over 60% in size
#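 Steps: seed 1500 Huh7 Rab9-luc cells per well, rest 2 h at 37 °C; add compound in DMSO; incubate 24 h; add luciferase reagent, 10 min ambient; read luminescence.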
# RORgamma inh: ROR gamma (mouse) transcription inhibition. AID 2551. 310,000 tested, 5.4% active. Potency, µM (highest dose often 53.6 µM), for the others: at the top dose activity change, negative = inhibition, actives largely listed as inhibitors. P51450. Drosophila S2 Gal4-RORgamma UAS-luciferase reporter, 20 h; also: potency is read from the fitted curve at half-maximal effect; % is scaled to controls: 0 for no effect and ±100 for the full control effect; nearly all actives have a fitted effect of over 60% in size
# Target sequence (P51450 whole entry, looked up, the tested form may be a part): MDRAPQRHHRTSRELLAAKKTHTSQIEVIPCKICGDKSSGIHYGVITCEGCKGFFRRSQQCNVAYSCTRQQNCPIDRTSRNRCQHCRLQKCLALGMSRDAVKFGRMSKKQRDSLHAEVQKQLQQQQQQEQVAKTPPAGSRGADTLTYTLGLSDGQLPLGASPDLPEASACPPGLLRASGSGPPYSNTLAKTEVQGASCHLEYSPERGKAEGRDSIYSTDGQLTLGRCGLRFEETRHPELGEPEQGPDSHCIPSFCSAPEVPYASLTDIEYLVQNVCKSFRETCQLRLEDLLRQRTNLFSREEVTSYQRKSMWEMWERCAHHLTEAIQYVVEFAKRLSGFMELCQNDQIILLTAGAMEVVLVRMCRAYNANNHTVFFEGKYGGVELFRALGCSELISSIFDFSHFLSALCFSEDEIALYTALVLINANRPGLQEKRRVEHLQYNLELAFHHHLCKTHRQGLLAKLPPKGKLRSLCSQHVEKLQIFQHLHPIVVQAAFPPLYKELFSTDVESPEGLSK
#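 A Gal4/UAS one-hybrid system in insect cells: metallothionein-promoter Gal4–ROR gamma fusion plus Photinus luciferase reporter. Copper sulfate 700 uM final, 20 hr ambient incubation, luminescent detection after 10 min with reagent.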
# ELG1 genotoxic: induces genotoxicity in HEK293T cells with luciferase-tagged ELG1; Potency, µM (titrated, usually from 46 µM), for the others: at the highest dose activity change, positive = activation, most hits filed as activators; 330,000 tested, 1.3% active; HEK293T ELG1-luciferase reporter, luminescence, 16 h; also: potency is read from the fitted curve at half-maximal effect; % of control where 0% means no effect; nearly all actives have a fitted effect of over 60% in size
#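 Cells (2,000/well) expressing the ELG1-luciferase fusion are dosed by pin tool and kept 16 hr at 37 °C, 5% CO2. Signal comes from ONE-Glo luciferase reagent after 30 min at room temperature.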
# TRPV1 ag: activates the human vanilloid receptor TRPV1. Q8NER1. TRPV1-expressing cells, Fluo-8 calcium influx, agonist mode. activation, % at 8.33 µM. 320,000 tested, 0.19% active. AID 540275; in the data active = activation above about 80%; inconclusive = between about 30% and that limit; also: 0% is about no effect
#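 Fluo-8 calcium influx in TRPV1-expressing cells, kinetic read (ex 480/em 520 nm). Compound added and read 3 min for agonist activity, followed by capsaicin at EC20 final and 2 min further read for enhancement.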
# NPC1 promoter act: activates the NPC1 promoter. Huh7 NPC1 promoter luciferase reporter, 24 h. Potency, µM (titrated, usually from 9.22 µM), for the others: at the highest dose activation, usual class: activators. 320,000 tested, 2.4% active. AID 485313;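 also: potency is read from the fitted curve at half-maximal effect; % of control where 0% means no effect; nearly all actives have a fitted effect of over 60% in size; reporter is driven by a mutant NPC1 promoter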
#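 Stable NPC1-promoter luciferase Huh7 line; cpd (DMSO) 24 h, 37 °C, 5% CO2; Amplite luciferase reagent 10 min RT; luminescence readout. qHTS format.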
# BRCA1 expr act: activators of BRCA1 expression; MCF7-BRCA1-FFLuc reporter, luminescence, 48 h; response scale: scaled: vehicle 0%, 10 µM genistein 100%; Potency, µM (highest dose often 46.1 µM), without a hit: at the top dose activation, most hits filed as activators; 380,000 tested, 1.1% active; also: potency is read from the fitted curve at half-maximal effect; nearly all actives have a fitted effect of over 80% in size; some results filed as inactive show a strong effect at the top dose
#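 Reporter cells (MCF7, BRCA1 promoter-firefly luciferase) received library compounds across a concentration series for 48 h. End-point luminescence was measured and concentration-effect curves derived after normalization.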
# Gal4-VP16 FLuc: inhibits Gal4-VP16 luciferase reporter, ROR gamma counter-screen | 310,000 tested, 3.5% active | Potency, µM (top dose mostly 53.6 µM), inactives show at the highest dose activity, negative = inhibition, usual class: inhibitors | Drosophila S2 Gal4-VP16 UAS-luciferase, luminescence, 20 h;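 also: Gal4-VP16 expression switched on by copper sulfate through the metallothionein promoter; potency is read from the fitted curve at half-maximal effect; % is scaled to controls: 0 for no effect and ±100 for the full control effect; nearly all actives have a fitted effect of over 50% in size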
# p53 reactivation: restores transcriptional activity of mutant p53; H1299 p53-A138V BP100-luciferase reporter, luminescence, 24 h; 320,000 tested, 0.063% active; AID 504706; Potency, µM (top dose mostly 92.2 µM), inactives show at the highest dose activity change, positive = activation, actives largely listed as activators; also: potency is read from the fitted curve at half-maximal effect; % of control where 0% means no effect; nearly all actives have a fitted effect of over 45% in size
#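 p53-null H1299 cells stably carrying temperature-sensitive p53-A138V and a BP100-luciferase reporter were pinned with compounds (4-point, 1:5 series) and held 24 hrs at 37 deg C. Luminescence was read 10 min after detection reagent.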
# ELG1 DNA repair: inhibitors of ELG1-dependent DNA repair in HEK293T cells; AID 504467; 330,000 tested, 2.3% active; HEK293T ELG1-luciferase reporter, luminescence, 16 h; DNA damage induced by 5-fluorouridine; Potency, µM (top dose mostly 46.1 µM), without a hit: top-dose activity change, negative = inhibition, hits mostly inhibitors; also: potency is read from the fitted curve at half-maximal effect; % is scaled to controls: 0 for no effect and ±100 for the full control effect; nearly all actives have a fitted effect of over 55% in size
#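 5-Fluorouridine DNA damage + compound/DMSO, 2,000 cells/well, 16 h, 37 °C/5% CO2. ONE-Glo, 30 min RT, luminescence. Readout = decrease in reporter signal.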
# Tb PFK inh: inhibitors of T. brucei phosphofructokinase | Potency, µM (top dose mostly 57.5 µM), inactives show at the top dose activity, negative = inhibition, usual class: inhibitors | 330,000 tested, 0.17% active | O15648 | T. brucei PFK, ADP-Glo luminescence;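 also: potency is read from the fitted curve at half-maximal effect; 0% = uninhibited 1x PFK enzyme wells and -100% = no-enzyme wells; nearly all actives have a fitted effect of over 60% in size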
#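 1.25 nM PFK with 0.5 mM F6P and 0.1 mM ATP in 0.1 M TEA pH 8.0, 5 mM MgCl2, incubated 45 min at room temperature; ADP measured by ADP-Glo luminescence; compounds titrated up to 57 uM.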
# Active calls of the source: *; ? = inconclusive; . = no result given; [ ] = remark or other dose. Unless noted, calls follow the shape of the dose curve; as a rule, active = well fitted curve in the direction sought with a large enough effect; inconclusive = small, poorly fitted or top-dose-only effect, or another doubt; inactive = no such curve, though single readings can be large; an effect the other way counts as inactive or inconclusive.
no.	canonical_smiles	FLuc counter	Rab9 prom act	RORgamma inh	ELG1 genotoxic	TRPV1 ag	NPC1 promoter act	BRCA1 expr act	Gal4-VP16 FLuc	p53 reactivation	ELG1 DNA repair	Tb PFK inh
1	CS(=O)(=O)N1CCC(C(=O)Nc2cc(Cl)ccc2Cl)CC1	0%	2%	20%	-3%	-4	-3%	-2%	-16%	-4%	12%	-2%
2	CN(C)S(=O)(=O)c1ccc(N2CCCC2)c(C(=O)NNC(=O)COc2cccc(F)c2)c1	5%	0%	.	-1%	0	-4%	-4%	.	4%	-6%	0%
3	Cc1ccc(C)c(Cn2c3ccccc3c3cnn(CC(=O)NCCN4CCOCC4)c(=O)c32)c1	2%	-3%	14%	-2%	0	-1%	-6%	?	-6%	2%	1%
4	Cc1ccc(OC(=O)c2oc3ccc(F)cc3c2C)c(C)c1	7.6µM*	8%	21%	14%	1	22%	-56%	-14%	0%	?	-3%
5	Cc1cc(C)n(-c2nc(Nc3ccccc3C)nc(-n3nc(C)cc3C)n2)n1	-2%	-5%	2.8µM*	-12%	11	-3%	.	10µM*	2%	?	-2%
6	O=C(Nc1cccc(Cl)c1)c1cc(N=Nc2ccc([N+](=O)[O-])cc2Cl)ccc1O	12µM*	-15%	?	-16%	1	2%	-33%	?	6%	-5%	0%
7	O=[N+]([O-])/C(C(Cl)=C(Cl)Cl)=C(\Nc1ccc(F)cc1)n1cncn1	-18%	6%	0%	2%	4	-1%	.	17%	7%	1%	-4%
8	O=C(O)c1ccccc1-c1ccccc1C(=O)Nc1ccc(F)cc1	0%	-4%	11%	0%	-1	-1%	5%	4%	4%	8%	-3%
9	CCOc1ccc(OCC)c(NC(=O)CSc2nc3c(c(=O)n(C)c(=O)n3C)n2C)c1	1%	-2%	-15%	1%	-3	0%	.	-1%	9%	4%	0%
10	CC1=C(C)CC(C(=O)Nc2nccs2)C(C(=O)O)C1 (centres undefined)	0%	-1%	1%	0%	0	-4%	11%	4%	-5%	2%	0%
11	COCC(=O)N1CCC(Oc2ccc(C(=O)NCc3cc(C(C)C)no3)cc2)CC1	9%	2%	19%	-4%	-1	-7%	9%	-16%	-10%	-3%	-6%
12	CCOC(=O)CCCNS(=O)(=O)c1c(C)ccc2nsnc12	1%	-3%	?	0%	-6	-7%	-8%	-1%	-3%	7%	-1%
13	O=C(CCN1C(=O)S/C(=C\c2ccc(F)cc2)C1=O)Nc1ccc(O)cc1C(=O)O	?	0%	-17%	0%	1	-2%	0%	-1%	0%	1%	1%
14	C=CC[C@H](CC(=O)N(CCO)Cc1ccccc1)C(=O)N[C@H](COC(=O)[C@@H](CC=C)Cc1ccc(F)cc1)Cc1c[nH]c2ccccc12	.	.	.	-9%	.	.	-80%	.	8%	23µM*	6%
15	COC(=O)c1cc(-c2cccs2)[nH]n1	-12%	-8%	-10%	8%	1	3%	-2%	2%[10 µM]	-5%	-28%	-20%
16	COc1ccc(C)cc1N(CC(=O)NC(C)c1ccccc1)S(C)(=O)=O (centres undefined)	8%	-2%	16%	1%	5	-2%	-7%	-3%	.	0%	0%
17	CC(C)NC(=O)CSc1nnc(-c2ccc3ncccc3c2)n1C	-1%	2%	-5%	-2%	0	-4%	-3%	-5%	2%	-2%	0%
18	COC(=O)[C@]12C(=O)NC[C@H](CN1c1ccc(Cl)c(C)c1)N2C	.	.	.	3%	.	.	10%	.	-5%	18%	4%
19	CC(=O)c1cccc2c(O)c(C3=Nc4ccccc4C3=O)[nH]c12	3.4µM*	0.63µM*	-30%	?	2	2.8µM*	-66%	?	?	?	5%
20	Cc1cc(=O)oc2cc(OCC(=O)Nc3ccc(F)cc3F)ccc12	7%	-6%	.	1%	2	-7%	-7%	.	3%	5%	0%
21	Cc1nc2ccccn2c1/C(O)=C1\C(=O)C(=O)N(CCCn2ccnc2)C1c1ccncc1 (centres undefined)	0%	-2%	-3%	1%	1	-4%	3%	-14%	6%	2%	?
22	O=C(N/N=C\c1cccnc1)c1cc(-c2ccc(Cl)s2)[nH]n1	-5%	-4%	44%	-1%	3	2%	-38%	-6%	7%	8%	0%
23	CC(C)(C)n1ncc2c(=O)n(CC(=O)Nc3ccc4c(c3)OCO4)cnc21	-9%	0%	9%	0%	-1	0%	-37%	-9%	6%	11%	-2%
24	FC(F)(F)c1cccc(Cc2noc(CN3CCCC(OCc4ccccn4)C3)n2)c1 (centres undefined)	-3%	-4%	33%	-8%	3	-3%	-35%	2%	-1%	?	0%
25	CC1(C)C([N+](=O)[O-])C(c2ccc(F)cc2)NC(c2ccc(F)cc2)C1[N+](=O)[O-] (centres undefined)	-2%	-1%	21%	-5%	-4	-3%	-49%	0%	-1%	?	-1%
26	Cc1cccc(/C(N)=N/OC(=O)c2cccnc2)c1	9.5µM*	4µM*	8.9µM*	?	17	?	?	?	10%	?	0%
27	O=C(NCc1ccc2c(c1)OCO2)c1ccc(Cl)s1	-20%	13%	2%	4%	?	5%	38%	-5%	3%	19%	2%
28	O=C(CCN1C(=O)C2C3C=CC(C3)C2C1=O)NC1CCCc2ccccc21 (centres undefined)	2%	-8%	-16%	-2%	6	-1%	0%	10%	-1%	3%	-5%
29	CC(=O)c1c(C)n(C)c2ccc(OC(=O)c3ccc([N+](=O)[O-])cc3)cc12	0%	7%	-9%	0%	-7	4%	6%	9%	12%	1%	8%
30	Cc1ccc(-n2ncc3c(SCc4ccccn4)ncnc32)c(C)c1	?	?	?	0%	0	1%	73%	-5%	21%	?	-9%
31	O=C(O)/C=C/c1cnn(-c2ccccc2)c1	1.5µM*	0.45µM*	7.9µM*	-4%	-4	?	-37%	14µM*	-7%	?	-3%
32	Cc1ccccc1CCNC(=O)C1CCN(S(=O)(=O)c2ccc(-n3cnnn3)cc2)CC1	-6%	11%	28%	1%	-1	8%	-12%	-6%	2%	?	-4%
33	Cc1cccc(N2CCN(S(=O)(=O)c3cccc4nonc34)CC2C)c1 (centres undefined)	3%	-2%	?	-11%	0	-1%	-3%	11%	-2%	?	-1%
34	Cc1ccccc1C(=O)NC1CCN(CC(=O)Nc2ccc(N(C)C)cc2)CC1	0%	0%	0%	-4%	0	2%	34%	-9%	26%	-12%	0%
35	CSc1nc(-c2ccccc2)c(C#N)c(=O)n1C	-1%	-9%	4%	-7%	0	-3%	-49%	6%	0%	-3%	-8%
36	O=[N+]([O-])c1nn(-c2ccc(Cl)cc2)n(O)c1=NCc1ccncc1	2%	10%	-9%	-5%	12	4%	1%	?	17%	-8%	0%
37	OC1COC(OCc2ccccc2)C(O)C1O (centres undefined)	3%	-7%	-3%	0%	1	0%	-24%	-6%	-3%	1%	-7%
38	CN(C)/C=N/c1sc2c(c1C(N)=O)CCCC2	-5%	1%	35%	8%	5	0%	1%	-9%	3%	-9%	2%
39	Cc1ccn2cc(CCNC(=O)Cc3cccs3)nc2c1	-2%	-1%	2%	4%	0	2%	28%	6%	-1%	14%	-2%
40	COC(=O)/C=C1\N/C(=N\c2nc(C)cc(C)n2)N(c2ccc(C)c(C)c2)C1=O	6%	-12%	11µM*	-3%	3	-3%	-46%	?	10%	-6%	-9%
41	CN(Cc1cccc(F)c1)C(=O)c1ccc(S(=O)(=O)N2CCOCC2)cc1	0%	0%	.	3%	8	-1%	1%	.	0%	8%	-9%
42	CCC(C)NC(=S)N1CCN(Cc2ccc3c(c2)OCO3)CC1 (centres undefined)	1%	1%	11%	-20%	2	0%	7%	3%	-9%	-5%	-2%
43	COC(=O)c1cccn(CC(=O)c2ccc(Cl)cc2)c1=O	?	20%	-1%	-2%	2	1%	1%	3%[10 µM]	-4%	-6%	1%
44	COc1ccc(C/C(N)=N/OC(=O)Cc2ccccc2)cc1	-17%	3%	1%	0%	18	2%	3%	2%	9%	-9%	2%
45	COCCNC(=O)c1c(N)n(-c2ccccc2)c2nc3ccccc3nc12	-1%	0%	1%	2%	16	-1%	-25%	-22%	4%	?	-1%
46	O=C(COC(=O)C1CCN(c2ccc(C(F)(F)F)cn2)CC1)c1ccccc1	?	4%	.	0%	7	0%	-11%	.	2%	?	-3%
